# CASP6 VEID inh – inhibitors of human caspase-6; inhibition, % at 12.5 µM; AID 686996; hit rate 0.53% among 350,000; purified caspase-6, Z-VEID-R110 cleavage fluorescence; P55212;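 active = mean inhibition across replicates at least about 35%, with every replicate also reaching that limit, limit read from the data; inconclusive = only one of the two criteria met; inactive = neither criterion met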;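 also: 0% = median of neutral control wells and 100% = no fluorescence left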
# Target sequence (P55212 24-179 limits assumed): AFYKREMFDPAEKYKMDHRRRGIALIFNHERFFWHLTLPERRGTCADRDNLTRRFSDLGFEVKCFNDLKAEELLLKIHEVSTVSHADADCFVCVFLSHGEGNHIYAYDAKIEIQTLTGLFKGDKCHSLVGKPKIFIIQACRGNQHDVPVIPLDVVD
# Target sequence (P55212 194-293 limits assumed): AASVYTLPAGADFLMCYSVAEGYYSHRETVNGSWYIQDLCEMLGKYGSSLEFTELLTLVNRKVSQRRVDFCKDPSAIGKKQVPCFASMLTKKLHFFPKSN
# SIRT5 inh – sirtuin-5 (human) deacylase inhibition. Q9NXA8. Purified SirT5, succinyl-peptide AMC, trypsin-coupled fluorescence. AID 652115. hit rate 1.1% among 330,000. inhibition, % at 15 µM; in the data active = inhibition above about 15%; inconclusive = no clear call, values can overlap the other calls
# Target sequence (Q9NXA8 whole entry, looked up): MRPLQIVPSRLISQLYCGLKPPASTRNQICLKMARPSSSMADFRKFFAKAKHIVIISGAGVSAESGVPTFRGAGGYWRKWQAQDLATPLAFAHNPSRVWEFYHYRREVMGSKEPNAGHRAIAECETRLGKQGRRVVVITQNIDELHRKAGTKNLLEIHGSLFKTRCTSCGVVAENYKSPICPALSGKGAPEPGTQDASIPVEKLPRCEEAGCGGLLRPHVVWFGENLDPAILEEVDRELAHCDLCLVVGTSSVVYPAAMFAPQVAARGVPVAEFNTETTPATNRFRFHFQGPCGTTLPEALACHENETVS
# PAX8 reporter – lowers PAX8-driven luciferase in RMG-I cells; RMG-I TPO-luciferase reporter, SteadyGlo, 24 h; hit rate 1.2% among 360,000; inhibition, % at 12.6 µM;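 active = mean replicate inhibition at least 60% with every replicate also reaching 60%; inconclusive = only one of the two criteria is met; inactive = mean below 60% and not all replicates reaching 60%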;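 also: luciferase light reporting Pax8 driven TPO promoter activity; plate controls were median of neutral control wells for no effect and mitoxantrone controls for full effect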
# ARNT TACC3 PPI – disruptors of human ARNT/TACC3 interaction; inhibition, % at 9.99 µM; AlphaScreen His-ARNT PAS-B/GST-TACC3 binding, luminescence; TACC3 fragment carries E629A point mutation; Q9Y6A5; hit rate 0.66% among 390,000;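 active = mean inhibition of replicates at least 50% and at least half of replicates each reaching 50%; inconclusive = half or more replicates reach 50% but mean below 50%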;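 also: 0% = complete ARNT plus TACC3 wells and 100% = ARNT alone without TACC3; many hits fall short of the cut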
# DENV2 CPE rescue – DENV2-induced cell death inhibition; DENV2-infected cells, cytopathic effect rescue, plate reader; CPE inhibition, % at 9.99 µM; hit rate 1.7% among 350,000; in the data active = CPE inhibition above about 20%, passing the limit was not always enough; inconclusive = no clear call, values can overlap the other calls; tested in BHK-21 cells;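 also: 0% = median of neutral control wells and 100% = median of positive control wells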
# EWS-Fli block – EWS/Fli transcriptional activity inhibition | inhibition, % at 12.6 µM | AID 651661 | A673 NR0B1-luciferase reporter, viability-normalised | hit rate 0.67% among 350,000;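 active = mean inhibition of at least 50% after viability correction, with every replicate also passing that limit; inconclusive = mean reaches 50% but only one of two replicates passes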;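 also: firefly luciferase signal divided by Alamar Blue viability fluorescence both relative to DMSO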
# LGR2 inh – Drosophila LGR2 receptor signaling inhibition; HEK293 LGR2, CRE-luciferase, bursicon-stimulated, 4 h; inhibition, % at 9.99 µM; hit rate 0.35% among 380,000;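 active = drop in luminescence signal, shown as inhibition above about 50% in the replicate tests, limit read from the data, passing the limit was not always enough; inconclusive = probably only some replicates passing the limit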;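 also: agonist challenge used bursicon conditioned medium at about half maximal strength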
# Numbers without * were called inactive; ? = inconclusive; · = no result given; & = joins results of further samples.
SMILES,CASP6 VEID inh,SIRT5 inh,PAX8 reporter,ARNT TACC3 PPI,DENV2 CPE rescue,EWS-Fli block,LGR2 inh
Cc1ccc(NC(=O)C(NS(=O)(=O)c2cccc3nsnc23)C(C)C)nc1 (stereo unspecified),1,-2,-10,-3,4,-1,-12
CCOC(=O)/C(C#N)=C/c1cn(CCC(=O)O)nc1-c1ccc(Br)cc1,3,-1,-7,3,·,-5,-3
CC(=O)Nc1ccc(C(=O)N2CCCC(c3cc(C(=O)Nc4ccccc4)no3)C2)cc1 (stereo unspecified),3,-2,-38,·,2,-11,-47
C[C@@H]1CN([C@@H](C)CO)C(=O)Cc2cc(NC(=O)Nc3ccccc3)ccc2O[C@@H]1CN(C)Cc1ccc2c(c1)OCO2,1,0,22,4,?,0,-4
NC(=O)C1CCN(CC(=O)Nc2ccc3c(c2)OCCO3)CC1,-3,-1,-18,-6,0,-4,-1
CC(C)N(C(=O)[C@H]1C[C@H](CC(=O)NCc2ccco2)C(=O)N2CCc3c([nH]c4cc(-c5ccco5)ccc34)[C@]12C)C(C)C,-4,-2,14,2,13,6,-6
O=C(CNC(=O)c1ccco1)OCc1ccccc1F,2,1,·,5,6,2,-8
CCOCCCNc1c2c(nc3cc(-c4ccc(F)cc4)nn13)CCC2,10,-4,-16,·,6,-9,-46
CC(C)C1C(c2ccccc2)NC(c2ccccc2)CC1(O)c1ccc(F)cc1 (stereo unspecified),1,3,17,-6,-2,12,-13
O=C(NCCC1CCCCN1S(=O)(=O)c1ccccc1)C(=O)Nc1ccccc1 (stereo unspecified),-3,1,-16,0,12,-13,-1
CCC(=O)N1CC(=O)N2[C@@H](CO)[C@H](c3ccc(-c4ccccc4F)cc3)[C@@H]2C1,3,-2,·,·,7,2,4
CC(CCc1ccccc1)NC(=O)CSc1ccccn1 (stereo unspecified),9,1,-3,20,-2,-14,4
CCOC(=O)c1c(C)[nH]c(C(=O)OCc2ccc([N+](=O)[O-])cc2)c1C,-2,-3,2,4,9,·,-21
CC(=O)Nc1ccc(NC(=O)CSc2ccc(-c3cccnc3)nn2)cc1,1,3,16,-5,2,-12,-5
CC(C)NC(=O)Nc1ccc2c(c1)C(=O)N([C@H](C)CO)C[C@@H](C)[C@H](CN(C)CC1CCCCC1)OCCCC[C@@H](C)O2,6,4,-11,1,-1,·,-12
COc1ccccc1NS(=O)(=O)c1cccc(C(=O)NCC(c2ccco2)N(C)C)c1 (stereo unspecified),-146,2,5,-4,2,-26,-10
Cc1cccc(C)c1NC(=O)CNC(=O)C(C)NC(C)c1ccccc1Br (stereo unspecified),1,-19,0,0,9,1,4
CO[C@@H]1CN(C)C(=O)c2ccc(NC(=O)C3CCCC3)cc2OC[C@H](C)N(CCC(F)(F)F)C[C@H]1C,-5,7,·,-5,11,9,4
C[C@@H]1CN([C@@H](C)CO)C(=O)c2cc(NC(=O)NC3CCCCC3)ccc2O[C@@H](C)CCCCO[C@H]1CN(C)C(=O)Nc1ccc2c(c1)OCO2,·,·,-3,-1,-18,29,3
COC(=O)C1=C(C)N(Cc2cccc(C(F)(F)F)c2)C(=NCc2ccc(C(F)(F)F)cc2)NC1c1ccccc1 (stereo unspecified),8,3,19,·,·,52*,15

# 2 of the compounds above, with two lines to a compound:
# Every second line gives: CASP6 VEID inh | SIRT5 inh | PAX8 reporter | ARNT TACC3 PPI | DENV2 CPE rescue | EWS-Fli block | LGR2 inh
CC(C)N(C(=O)[C@H]1C[C@H](CC(=O)NCc2ccco2)C(=O)N2CCc3c([nH]c4cc(-c5ccco5)ccc34)[C@]12C)C(C)C
 : -4 | -2 | 14 | 2 | 13 | 6 | -6
O=C(CNC(=O)c1ccco1)OCc1ccccc1F
 : 2 | 1 | · | 5 | 6 | 2 | -8

# Next part.
SMILES,CASP6 VEID inh,SIRT5 inh,PAX8 reporter,ARNT TACC3 PPI,DENV2 CPE rescue,EWS-Fli block,LGR2 inh
CCOc1ccc(NC(=O)NCc2ccc3c(c2)OCO3)cc1,0,4,-4,·,1,3,4
COc1ccc(S(=O)(=O)Nc2ccc3c(c2)C(=O)N([C@H](C)CO)C[C@H](C)[C@@H](CN(C)C(=O)CCCN(C)C)OCCCC[C@@H](C)O3)cc1,-6,0,-11,-10,2,-6,7
O=C(C1CCCCC1)N1C[C@H](n2cc(-c3ccc(F)cc3)nn2)[C@@H](O)C[C@@H]1c1ccc(Cl)cc1,0,-1,26,·,1,2,18
CN(Cc1ccccc1F)C[C@H]1[C@@H](c2ccccc2)[C@@H](CO)N1S(C)(=O)=O,0,0,·,·,-1,-1,10
COc1ccc(C(C)C)cc1S(=O)(=O)N1CCC(C(=O)NCc2cccnc2)CC1,-2,-2,-146,-9,-1,4,-2
Nc1ccc(OCc2ccco2)cc1,-3,-2,2,5,-7,2,3
COC(=O)CSc1nc2ccc(NC(=O)c3ccccc3C(=O)N3CCOCC3)cc2s1,·,·,-7,3,·,·,-8
O=C(Nc1ccc(F)cc1)c1cc(-c2ccccc2)no1,-4,-2,-12,-10,-11,-12,-14
Cc1noc(C)c1S(=O)(=O)N(C)C[C@H]1Oc2ccc(NS(=O)(=O)c3cn(C)cn3)cc2CC(=O)N([C@H](C)CO)C[C@H]1C,0,-3,·,-5,-8,-12,0
CN1C(=O)c2cc(NC(=O)C3CCCC3)ccc2OC[C@@H]2O[C@H](CC(=O)NCC(F)(F)F)CC[C@@H]21,1,1,8,-2,-10,2,1
O=C(NCC[C@H]1CC[C@H](NS(=O)(=O)c2cccc(F)c2)[C@@H](CO)O1)C1CCC1,-5,5,-36,3,6,12,3
O=C(O)c1ccccc1NS(=O)(=O)c1ccc(NN=Cc2cccc(Cl)c2)c([N+](=O)[O-])c1,62*,2,-15,5,-11,4,-2
C=CCN(c1ccccc1)S(=O)(=O)c1cccc(C(=O)Nc2ccc(N3CCOCC3)cc2)c1,2,0,13,3,6,-2,-3
CS(=O)(=O)Nc1ccccc1C(=O)NCc1ccccc1Cl,0,-3,-3,·,-7,-6,6
Cc1ccc(S(=O)(=O)N2C[C@H](O)COC[C@@H]3O[C@H](CC(=O)NCc4ccc5c(c4)OCO5)CC[C@H]32)cc1,-1,0,6,-6,-4,1,-8
O=C(COc1ccc(Cl)cc1)NNC(=O)c1ccccc1C(=O)O,-1,-3,-7,·,-2,-2,0
O=C(CNC(=O)c1cccc(S(=O)(=O)N2CCc3ccccc32)c1)Nc1ccc(F)c(F)c1F,-1,1,25,1,6,-40,17
Cc1ccc(S(=O)(=O)N(C)C[C@@H]2Oc3ncc(-c4ccncc4)cc3C(=O)N([C@@H](C)CO)C[C@@H]2C)cc1,1,2,·,-9,-6,19,·
O=C(NCCCNCCCNC(=O)c1ccc(/C=N/O)nc1)c1ccc(/C=N/O)nc1,-45,-6,5,56*,-1,13,3
CN(C)S(=O)(=O)c1cccc(NC(=O)c2ccc(OC(F)(F)F)cc2)c1,-1,3,16,-1,10,9,7
Cc1ccc(-n2nnnc2C(Cl)(Cl)c2nnnn2-c2ccc(C)cc2)cc1,0,-4,·,5,-3,17,19
O=[N+]([O-])c1ccc(O)c(/C=N/Nc2nn[nH]n2)c1,3,4,3,67*,5,6,-14
CSc1ccccc1OC1CCN(Cc2ccccc2)CC1,·,·,13,3,·,·,-19
CC(=O)C1CCC2C(CCC3=CC(=O)CCC32)C1 (stereo unspecified),6,·,-6,·,-8,3,11
COc1ccc(C(=O)NCc2ccccc2)cc1S(=O)(=O)N1CCCc2ccccc21,-2,0,·,·,·,·,7
CCOc1ncccc1C(=O)OCC(=O)N(CC(C)C)c1c(N)n(Cc2ccccc2)c(=O)[nH]c1=O,-2,-3,5,-5,2,1,18
COc1ccc(CCNC(=O)Nc2cccs2)c(OC)c1,16,0,2,3,-2,-15,-27
Cc1cc(=O)n(Nc2ccccc2)c(O)c1C#N,11,-2,18,·,1,-2,14
CCOC(=O)c1sc(NC(=O)CSc2nnc(-c3ccco3)n2CC)c(C(=O)OCC)c1C,9,-2,·,-70,7,-1,-3
Cc1cccc(NC(=S)N(Cc2ccc(Cl)cc2)Cc2ccc(C(=O)O)cc2)c1,-3,0,8,-3,-2,-6,3
C[C@@H](O)C#Cc1ccc([C@H]2[C@H]3CN(C(=O)c4cccc(F)c4)CCCCN3[C@H]2CO)cc1,1,0,-10,-2,-4,-2,-1
C=C(C)C(=O)Nc1cccc(C2=NOC3(C2)C[C@H](C(N)=O)N(C(=O)COc2ccc(Cl)cc2)C3)c1 (stereo partly specified),51*,2,-26,2,-7,-2,·
Cc1cc(C(=O)OCC(=O)c2ccccc2)c2ccccc2n1,-1,-5,-9,-4,6,3,2
Nc1ccc(Br)c[n+]1Cc1cccc2cccnc12,-1,0,33,-2,2,12,10
CN(C)c1ccc(C(=S)N2CCN(C(=S)Nc3cccc4ccccc34)CC2)cc1,0,-1,20,-3,10,3,-6
COCC#Cc1cnc2c(c1)C(=O)N([C@@H](C)CO)C[C@H](C)[C@H](CN(C)C(C)=O)O2,1,12,·,24,?,-4,26
Cc1ccc(C(=O)OCC(=O)Nc2cccc(Cl)c2C)c(O)c1,-2,-4,6,1,18,1,-9
O=C1N/C(=C\c2ccsc2)C(=O)N1Cc1ccc(F)cc1,-1,0,26,-4,·,7,12
O=C(CCc1nnc2n(Cc3ccc(Cl)cc3)c(=O)c3ccccc3n12)NCCCN1CCOCC1,-2,-3,17,22,1,-7,·
CC(Oc1cc2oc(=O)c3c(c2cc1Cl)CCC3)C(=O)NCc1cccnc1 (stereo unspecified),-7,-3,13,1,-2,·,5
Nc1ccc2ncccc2c1N,·,·,-16,-1,·,·,-19
CCN(CC)CCN(C(=O)c1ccc(S(=O)(=O)N2CCOCC2)cc1)c1nc2cc3c(cc2s1)OCCO3,-17,-4,3,-10,-9,-13,-18
N#C[C@@H]1[C@H](c2ccccc2C2=CCCCC2)[C@H](CO)N1C(=O)Nc1ccccc1F,2,1,·,·,-8,7,15
CCCN(C)C[C@H]1OCCCC[C@@H](C)Oc2ccc(NC(=O)c3ccncc3)cc2C(=O)N([C@@H](C)CO)C[C@H]1C,·,·,-3,·,·,-3,9
O=C(COc1ccc2c(C(F)(F)F)cc(=O)oc2c1)NCc1cccs1,-1,-3,31,11,6,1,-4
CN(C)CC(=O)Nc1ccc2c(c1)[C@H]1C[C@H](CC(=O)NCc3ccc4c(c3)OCO4)O[C@H](CO)[C@H]1O2,-10&-4,7&0,-3&4,-4,-4&-4,6&-1,-5
Cc1ccc(S(=O)(=O)Nc2ccc3c(c2)C(=O)N([C@H](C)CO)C[C@@H](C)[C@H](CN(C)S(=O)(=O)c2ccccc2)OCCCC[C@@H](C)O3)cc1,1,9,26,1,3,20,0
COCC(=O)Nc1ccc2c(c1)C(=O)N(C)C[C@@H](OC)[C@H](C)CN(Cc1ccccc1)[C@H](C)CO2,-4,7,·,8,-6,5,1
NC(=O)C1(NC2CCCCC2)CCN(Cc2ccccc2)CC1,-1,·,-1,-8,-8,4,-14
O=C(Nc1ccc(Oc2ccc(C(F)(F)F)cn2)c(Cl)c1)C1CC1,-4,-3,15,-6,7,11,9
COc1ccc2c3c([nH]c2c1)[C@H](CO)N(C(=O)Nc1cccc(F)c1)CC31CCN(S(=O)(=O)c2ccccc2)CC1,1,3,·,·,2,38,22
CCCc1nc2c(C)cc(Br)cn2c1Cc1ccc(C)cc1,3,-5,16,·,2,-30,-76
COCCNC(=O)C[C@@H]1CC[C@@H]2[C@H](COc3ccc(NC(=O)C4CCOCC4)cc3C(=O)N2C)O1,1,4,-18,-3,0,-3,-19
O=C(NNC(=O)C12CC3CC(CC(Br)(C3)C1)C2)c1ccccc1F,3,-4,42,2,?,-2,2
O=C(C[C@@H]1CC[C@@H]2[C@H](COC[C@H](O)CN2S(=O)(=O)c2cccc(F)c2)O1)NCCCN1CCOCC1,-18,-4,-7,3,-21,-1,2
CCCN(C)C[C@H]1Oc2cc(C#Cc3ccc(F)cc3)ccc2S(=O)(=O)N([C@@H](C)CO)C[C@H]1C,3,11,·,0,9,1,-11
COc1ccc(Cn2nnc3c(C)n[nH]c(=O)c32)cc1,0,-1,0,0,-3,-3,4

# Screening data deposited in PubChem BioAssay by Broad Institute.

# An unsorted share of the library, and some 4.9% of all compounds hit somewhere here.
